IL-1B inflam inh – qHTS for Inhibitors of Inflammasome Signaling: IL-1-beta AlphaLISA Primary Screen; THP-1 LPS/ATP IL-1B secretion, AlphaLISA, 16 h; hits give low values; hit rate 4.7% among 360,000; activity change, % at 57.5 µM; in the data active = activity change below about -50%; inconclusive = mostly about -30% to -49%; note: % is set by controls: 0 for no effect and ±100 for the full control effect
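THP-1 cells pretreated 1 hr with compounds (up to 57.5 uM final), then stimulated with LPS (250 ng/mL final) plus ATP (1.25 mM final); secreted IL-1B measured by AlphaLISA after 16 hr, decreased signal indicating inhibition.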
KB-3-1 tox – qHTS assay for MDR1-selective chemotherapeutics: Primary screen using the parental adenocarcinoma cell KB-3-1; KB-3-1 viability, CellTiter-Glo ATP luminescence, 72 h; Potency, µM (doses to about 46.1 µM), for inactives: at the highest dose activity change, negative = cytotoxic, actives largely listed as cytotoxic; hit rate 1.4% among 400,000; AID 1347075, 2019; note: potency is the fitted concentration of half-maximal effect; % is set by controls: 0 for no effect and ±100 for the full control effect; nearly all actives have a fitted effect of over 60% in size
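Viability of parental KB-3-1 cells, measured by CellTiter-Glo luminescence, followed a 72 h incubation at 37 °C with pinned compounds in phenol-red-free DMEM containing 10% FBS.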
WRN inhibitor – qHTS for Inhibitors of WRN Helicase | WRN helicase unwinding, fluorescent forked duplex, kinetic | hit rate 0.46% among 360,000 | AID 651768, 2012 | Potency, µM (titrated, usually from 114 µM), without a hit: at the highest dose activity change, negative = inhibition, hits mostly inhibitors; note: potency is the fitted concentration of half-maximal effect; % is set by controls: 0 for no effect and ±100 for the full control effect; nearly all actives have a fitted effect of over 55% in size
Target sequence (Q14191 whole entry, looked up): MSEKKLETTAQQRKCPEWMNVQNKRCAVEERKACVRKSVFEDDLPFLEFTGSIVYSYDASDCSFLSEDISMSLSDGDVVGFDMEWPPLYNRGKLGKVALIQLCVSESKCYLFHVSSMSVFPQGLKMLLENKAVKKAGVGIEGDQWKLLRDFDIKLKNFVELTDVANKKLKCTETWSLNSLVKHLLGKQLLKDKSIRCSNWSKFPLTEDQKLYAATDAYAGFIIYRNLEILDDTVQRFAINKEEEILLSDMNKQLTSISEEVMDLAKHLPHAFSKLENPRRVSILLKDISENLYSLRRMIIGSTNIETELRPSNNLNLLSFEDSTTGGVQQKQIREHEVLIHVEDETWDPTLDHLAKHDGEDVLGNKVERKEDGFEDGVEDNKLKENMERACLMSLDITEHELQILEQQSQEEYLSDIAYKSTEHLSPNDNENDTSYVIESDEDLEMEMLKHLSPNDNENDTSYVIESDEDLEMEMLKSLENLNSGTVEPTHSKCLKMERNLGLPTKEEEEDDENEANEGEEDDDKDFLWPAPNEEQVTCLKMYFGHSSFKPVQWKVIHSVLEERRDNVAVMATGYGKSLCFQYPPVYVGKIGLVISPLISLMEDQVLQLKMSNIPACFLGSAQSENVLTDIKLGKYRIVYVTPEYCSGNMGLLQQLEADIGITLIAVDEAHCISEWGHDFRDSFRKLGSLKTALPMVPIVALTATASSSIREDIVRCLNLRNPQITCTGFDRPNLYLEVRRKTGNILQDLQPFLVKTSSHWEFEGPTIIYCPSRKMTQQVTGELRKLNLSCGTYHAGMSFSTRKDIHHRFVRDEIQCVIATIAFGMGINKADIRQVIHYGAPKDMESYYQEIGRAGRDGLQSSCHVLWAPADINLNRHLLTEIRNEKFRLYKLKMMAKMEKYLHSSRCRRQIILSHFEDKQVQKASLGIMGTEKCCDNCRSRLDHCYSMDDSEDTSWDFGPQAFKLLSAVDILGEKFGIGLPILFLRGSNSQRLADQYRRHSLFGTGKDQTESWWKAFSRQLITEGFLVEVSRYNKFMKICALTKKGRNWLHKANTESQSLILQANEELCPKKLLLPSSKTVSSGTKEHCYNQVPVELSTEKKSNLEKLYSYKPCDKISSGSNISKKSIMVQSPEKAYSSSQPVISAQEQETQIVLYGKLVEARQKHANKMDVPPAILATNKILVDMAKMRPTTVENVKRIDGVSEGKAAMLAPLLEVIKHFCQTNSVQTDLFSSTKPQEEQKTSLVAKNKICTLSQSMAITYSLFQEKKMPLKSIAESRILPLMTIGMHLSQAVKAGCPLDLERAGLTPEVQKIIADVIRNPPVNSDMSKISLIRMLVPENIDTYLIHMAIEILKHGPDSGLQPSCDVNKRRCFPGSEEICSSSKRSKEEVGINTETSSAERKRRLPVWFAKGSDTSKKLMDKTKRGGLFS
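Enzyme (20 nM final) and test compound sit together 15 min at room temperature before substrate addition. Substrate is a single-forked duplex oligonucleotide (100 nM) labelled with fluorophore and quencher, with 2 mM ATP; helicase unwinding raises red fluorescence, read kinetically.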
HT1080-NT tox – qHTS for induction of synthetic lethality in tumor cells producing 2HG: qHTS for the HT-1080-NT fibrosarcoma cell line; HT-1080-NT fibrosarcoma viability, CellTiter-Glo ATP luminescence, 48 h; Potency, µM (series often up to 46.1 µM), without a hit: at the top dose activity, negative = less viability, actives largely listed as cytotoxic; hit rate 1.6% among 360,000; AID 686970, 2013;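 note: NT is the 2HG producing partner of a matched IDH1 knockdown line; potency is the fitted concentration of half-maximal effect; 0% = DMSO-treated cells and -100% = media-only wells without cells; nearly all actives have a fitted effect of over 55% in size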
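Luminescent CellTiter-Glo readout after 48 hours of compound exposure at 37 degrees C defined viability of HT-1080-NT cells. Activity was normalized to DMSO wells and cell-free media wells; concentration-response curves were fitted and assigned curve classes.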
SW480 rereplic – A quantitative high throughput screen for small molecules that induce DNA re-replication in SW480 colon adenocarcinoma cells | SW480 DNA re-replication, Hoechst DNA content imaging, 48 h | hit rate 1.8% among 340,000 | Potency, µM (titrated, usually from 46.1 µM), for the others: top-dose re-replication activation, most hits filed as activators; note: potency is the fitted concentration of half-maximal effect; % of control where 0% means no effect; nearly all actives have a fitted effect of over 55% in size
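Quantitative HTS format with DMSO vehicle controls; 48 hr drug incubation at 37 C, then 40 min Hoechst staining and scanning imager measurement at 405 nm excitation.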
MCF10A rerep – A quantitative high throughput screen for small molecules that induce DNA re-replication in MCF 10a normal breast cells; MCF 10A DNA re-replication, Hoechst nuclear intensity, 48 h; Potency, µM (titrated, usually from 46.1 µM), for the others: at the highest dose activity, positive = re-replication, usual class: activators; hit rate 2.9% among 350,000; AID 624296, 2012; note: potency is the fitted concentration of half-maximal effect; % of control where 0% means no effect; nearly all actives have a fitted effect of over 50% in size
KB-V1 MDR tox – qHTS assay for MDR1-selective chemotherapeutics: Primary screen using the drug-selected MDR subline cells KB-V1; Potency, µM (doses to about 46.1 µM), for the others: at the highest dose activity change, negative = cytotoxicity, actives largely listed as cytotoxic; KB-V1 MDR cells viability, CellTiter-Glo, 72 h; AID 1347076, 2019; hit rate 3.4% among 400,000; note: potency is the fitted concentration of half-maximal effect; % is set by controls: 0 for no effect and ±100 for the full control effect; nearly all actives have a fitted effect of over 60% in size
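In this primary screen, KB-V1 cells overexpressing P-gp are incubated with library compounds (lowest to highest concentration) for 72 h at 37 degrees C before a luminescent ATP viability read.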
HT1080 IDH1KD tx – qHTS for induction of synthetic lethality in tumor cells producing 2HG: qHTS for the HT-1080-IDH1KD cell line | HT-1080 IDH1 knockdown viability, ATP luminescence, 48 h | Potency, µM (highest dose often 46.1 µM), for inactives: at the highest dose activity, negative = toxicity, usual class: cytotoxic | hit rate 2% among 360,000;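 note: potency is the fitted concentration of half-maximal effect; 0% = DMSO wells and -100% = cell-free medium wells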
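IDH1KD HT-1080 cells, 750/well, RPMI + 5% FBS; compound pinned after 2 h settling; 48 h, 37 °C; CellTiter-Glo luminescence; % activity normalised to DMSO and no-cell wells; curves fitted, classed by r2 and efficacy.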
ATXN2 expr inh – Primary qHTS for Inhibitors of ATXN expression. HEK-293 ATXN2-luciferase reporter, luminescence, 24 h. Potency, µM (top dose mostly 57 µM), for inactives: top-dose activity change, negative = inhibition, usual class: inhibitors. hit rate 0.72% among 360,000. AID 1745845, 2022; note: potency is the fitted concentration of half-maximal effect; % is set by controls: 0 for no effect and ±100 for the full control effect; nearly all actives have a fitted effect of over 55% in size
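qHTS (up to 57 uM final) was run with 24 h compound exposure of reporter cells at 37 °C. Each well was multiplexed: SteadyGlo luminescence measured ATXN2-luciferase expression after a fluorogenic Gly-Phe-AFC viability readout (25 uM final).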
* marks the source's active call; other numbers are inactive results; i = inactive; ? = inconclusive; / = no result given; & = joins results of further samples; [ ] = remark or other dose. Unless noted, calls come from the whole dose curve; as a rule, active = well fitted curve in the direction sought with a large enough effect; inconclusive = small, poorly fitted or top-dose-only effect, or another doubt; inactive = no such curve, though single readings can be large; an effect the other way counts as inactive or inconclusive.

Structure	IL-1B inflam inh	KB-3-1 tox	WRN inhibitor	HT1080-NT tox	SW480 rereplic	MCF10A rerep	KB-V1 MDR tox	HT1080 IDH1KD tx	ATXN2 expr inh
Cc1ccc(-c2nnn(CC(=O)N3CCCc4ccccc43)n2)cc1	1	-12%	-7%	0%	3%	3%	-7%	-4%	2%
Cc1c(CCC(C)C)c(-n2ccnc2C)n2c(nc3ccccc32)c1C#N	-24	-17%	-4%	6%	-6%[9.22 µM]	10%	-3%	3%	-17%
COc1ccc(S(=O)(=O)N2CCN(c3ccccc3)CC2)cc1OC	/	0%	-4%	0%	?	-15%	-18%	-3%	-8%
Clc1ccc(Cn2ncc3c(NCCN4CCOCC4)ncnc32)cc1	-5	-15%	-9%	-8%	-10%	10%	21µM*	-1%[9.24 µM]	-20%
Cc1ccc(C(=O)NNC(=O)c2cccc(Br)c2)cc1	-2	1%	0%[57.1 µM]	-1%	9%[1.84 µM]	-32%[inhibitor]	3%	17%	17%
O=C(Cn1ncc(Cl)c(Cl)c1=O)N1CCN(Cc2ccccc2)CC1	-3	?	-10%	?	15%	4.1µM*	22%	?	?
O=C(O)C1CCCN1c1nc(Cl)ccc1[N+](=O)[O-] (configuration not stated)	-1	0%	-5%	3%	/	/	22%	0%	/
CC1NC(=O)COC1c1ccccc1 (configuration not stated)	-18	-18%	1%	2%	/	/	9%	-2%	/
COc1ccc2oc(=O)c(/C(C)=N/NC(=O)c3ccncc3)cc2c1	-6	13%	0%	-1%	-1%	-3%	?	2%	-6%
COc1ccc(CN2C(=O)c3ccccc3C2C(=O)NC2CCCC(C)C2C)c(OC)c1 (configuration not stated)	-28	14%	4%	0%	-14%	1%	?	-2%	/
CC[C@@]12C(=O)N(c3cccc(F)c3)C(=O)N1[C@H](c1ccc(Br)cc1)[C@@H]1C(=O)N(C(C)(C)C)C(=O)[C@@H]12	-4	-7%	-12%	-21%	-16%	25%	-17%	-21%	-1%
COc1cc(/C=C/C(=O)OCC(=O)Nc2ccc(S(N)(=O)=O)cc2)ccc1O	7	1%	-14%	1%	2%	16%	28%	3%	0%
CCn1nc(C(=O)O)c(=O)c2cc3c(cc21)OCO3	-21	?	-3%	0%	5%	4%	-2%	1%	0%&5%
O=C(N=C1SC2CS(=O)(=O)CC2N1c1ccc(Cl)cc1Cl)C1CC1 (configuration not stated)	8	15%	1%	0%	?	0%	-3%	-4%	7%
CSCCOC(=O)C1=C(C)Nc2ccc(C)cc2S1	?	2%	-5%	-8%	11%	-2%	-8%	-9%	15%
COc1cc(NC(=S)N2CCN(C)CC2)cc(OC)c1	-2	0%	1%	-3%	-4%	17%	7%	6%	/
O=C(CCCCN1CCCCC1)c1ccccc1	-6	-1%	3%	3%	-8%	13%	?	12%	-1%
CC(=O)c1sc(NC(=O)COc2ccc(Cl)cc2C)nc1C	-9	-6%	-5%	2%	-2%	1%	-11%	15%	22%
COc1ccc(OC)c(C2/C(=C(\O)c3ccc4c(c3)OCCO4)C(=O)C(=O)N2CC2CCCO2)c1 (configuration not stated)	i	6%	-15%	2%	-3%	-5%	-3%	16%	-4%
Cn1c(=O)c(C(=O)Nc2ncccn2)c(O)c2ccccc21	35	8%	11%	-27%	1%	0%	-1%	-28%	13%
O=C(O)c1cccc(CSc2ncn[nH]2)c1	-1	-2%	2%	11%	-4%	2%	-3%	15%	9%
CCCCNC(=O)c1ccc2nc(CC)c(N(CCC(C)C)CCN(C)C)n2c1	-11	0%	-4%	?	/	/	1%	?	-11%
COC[C@@H]1CCCN1c1ccc2c(c1)O[C@H](COCc1ccccc1)CN([C@@H](C)c1ccccc1)S2(=O)=O	20	-10%	2%	-6%	/	/	-4%	2%	10%
O=C(O)CC(NC(=O)COc1ccc(Cl)cc1Cl)C(=O)O (configuration not stated)	19	5%	1%	19%	2%	4%	18%	16%	-20%
Cc1cccc(C)c1NC(=O)CSc1nc2c([nH]1)c(=O)n(C)c(=O)n2C	28	-13%	-6%	11%	1%	-4%	0%	8%	-8%
Cn1c(=O)c2c(nc(SCC(=O)NCc3ccc4c(c3)OCO4)n2Cc2ccc(Cl)cc2)n(C)c1=O	-8	0%	-11%	-8%	14%	16%	4.1µM*	-2%	-5%
Cn1cccc1Cc1nnc(SCC(=O)N2CCCCCC2)n1CCc1ccccc1	4	1%	4%	-6%	0%	8%	4%	-2%	0%
CCCCOc1ccc(C(O)(CCN2CCOCC2)c2ccccc2)cc1 (configuration not stated)	2	0%	-6%	1%	0%	9%	9%	0%	/
C[C@@H]1NC(=O)c2cc([N+](=O)[O-])cc(I)c2NCCCC[C@@H](C(N)=O)NC(=O)[C@H](CCC(=O)O)NC1=O	-14	-20%	-12%	0%	3%	30%	-16%	-5%	2%
CCc1cc(SC#N)cc(CC)c1NC(=O)CCl	-100*	21µM*	-12%	?	23µM*	16µM*	?	21µM*	?
CCCNC(=O)NNC(=O)c1cc(-c2ccc3c(c2)OCO3)nc2ccccc12	i	8%	-18%	1%	?	-4%	-8%	8%	-15%
COc1ccc(NC(=O)c2cc(CC(C)C)nc3ccccc23)cc1	?	6%	3%	-3%	7%	20%	-25%	-2%	/
O=C1C=C(NCc2ccco2)CC(c2ccc(Cl)cc2)C1 (configuration not stated)	?	?	-1%	-21%	12%	4%	?	-10%	-27%
Cc1cnc(C(=O)N2CCN(c3ccc(C(F)(F)F)cn3)CC2)cn1	33	-2%	9%	0%	-13%	-3%	8%	0%	-18%
COC(=O)c1sccc1NC(=O)COc1ccccc1Cl	30	2%	-20%[57.1 µM]	-17%	-4%	8%	-2%	-25%	101%[activator]
Cc1ccc(CN2CCN(C(=O)CCc3ccccc3)CC2)cc1	-2	2%	-9%	10%	-10%	4%	-28%	0%	-9%
Cn1cc(CN2CCC(n3nccc3NC(=O)Cc3ccccc3)CC2)cn1	-2	5%	-27%	-2%	-3%	1%	17%	1%	-3%
COc1ccc(C(=O)NC(=S)N2CCOCC2)cc1[N+](=O)[O-]	18	-11%	5%	15%	-5%	-1%	27%	12%	4%
Cc1ccc(NC(=O)CCc2ccc(S(=O)(=O)N3CCOCC3)cc2)c(O)c1	43	10%	7%	-10%	4%	-16%	-5%	-9%	-24%
O=C(OCC(=O)N1CCN(c2ccccc2)CC1)c1cc(F)c(F)cc1Cl	21	2%	20%	-6%	/	/	?	-2%	/
O=C(COC(=O)Cc1ccsc1)NNC(=O)c1ccccc1	7	-1%	-7%	13%	5%	-1%	?	2%	/
COc1cccc(C(=O)Nc2ccc(S(=O)(=O)N3CCN(C)CC3)cc2)c1	9	1%	-5%[57.1 µM]	-10%	6%	0%	13%	-1%	7%
CC1CC(C)CN(CCCNC(=O)c2cn(C)c3ccc(S(=O)(=O)N4CCCC4)cc3c2=O)C1 (configuration not stated)	-6	1%	0%	?	?	-1%	?	15%	-3%
CCCc1nc2ccccc2c(C(=O)OCC(=O)c2ccc3c(c2)NC(=O)CO3)c1CC	34	-2%	3%	1%	-11%	7%	0%	-7%	/
COc1ccc(C(C(O)C(=O)c2c[nH]c3ccccc23)N2CCN(c3ccccc3)CC2)cc1 (configuration not stated)	14	-18%	-8%	?	?	20%	-8%	-16%	0%
CCOc1ccc(S(=O)(=O)N=C(c2ccccc2)N2CCOCC2)cc1	13	-1%	9%	-2%	3%	-2%	-3%	10%	-2%
N=C1C(c2ccccc2)=C(O)CN1c1cccc(S(N)(=O)=O)c1	6	4%	-7%	6%	5%	-9%	5%	6%	0%
COc1ccccc1CNc1nc(Nc2ccccc2Cl)c2sccc2n1	?	0%	-1%	-8%	/	/	-8%	-15%	-17%
CCOC(=O)c1coc(C(=O)OCC)c1C(=O)OCC	-3	11%	5%	2%	-1%	-1%	16%	13%	4%
COc1cccc(NC(=O)COc2ccccc2C(N)=O)c1	?	1%	-3%	-13%	-3%	-4%	-1%	-8%	0%

3 entries already listed, ordered by molar mass, rising:
Structure	IL-1B inflam inh	KB-3-1 tox	WRN inhibitor	HT1080-NT tox	SW480 rereplic	MCF10A rerep	KB-V1 MDR tox	HT1080 IDH1KD tx	ATXN2 expr inh
CCOc1ccc(S(=O)(=O)N=C(c2ccccc2)N2CCOCC2)cc1	13	-1%	9%	-2%	3%	-2%	-3%	10%	-2%
CCCc1nc2ccccc2c(C(=O)OCC(=O)c2ccc3c(c2)NC(=O)CO3)c1CC	34	-2%	3%	1%	-11%	7%	0%	-7%	/
CC1CC(C)CN(CCCNC(=O)c2cn(C)c3ccc(S(=O)(=O)N4CCCC4)cc3c2=O)C1 (configuration not stated)	-6	1%	0%	?	?	-1%	?	15%	-3%
